HSP90 refold inh = blocks HSP90-mediated luciferase refolding in reticulocyte lysate; Rabbit reticulocyte lysate, luciferase refolding luminescence, 3 h; inhibition, % at 5.6 µM; actives 0.91% (n = 290,000); AID 1789;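 active = inhibition above the screen-wide mean plus 3 SD, computed separately per campaign, cut at about 16% in these data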;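 also: 0% = DMSO wells and 100% = 60 µM geldanamycin wells; inhibitors lower the luminescence because luciferase stays unfolded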
HSF1 activator = increases HSF-1 driven luciferase reporter signal; NIH3T3-HGL HSF-1 luciferase reporter, MG132, 8 h; 100% = twice DMSO control signal; activation, % at 9 µM; actives 1.7% (n = 300,000);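 active = mean replicate activation of at least 50% with a set share of replicates each reaching 50%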;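 also: 0% = median of the neutral control wells and 100% = twice that signal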
GSK3beta inhib = blocks human GSK3beta kinase activity | P49841 | GST-GSK3beta kinase, ADP-Glo luminescence, 60 min; stronger effect = lower value | activity score (negative = inhibition), % at 10 µM | actives 0.038% (n = 300,000) | AID 2097;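 active = more than half of replicate wells score below -50%, meaning over 50% inhibition versus plate controls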;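 also: 0% = median DMSO wells and -100% = median GW8510 positive control wells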
Target sequence (P49841 whole entry, looked up): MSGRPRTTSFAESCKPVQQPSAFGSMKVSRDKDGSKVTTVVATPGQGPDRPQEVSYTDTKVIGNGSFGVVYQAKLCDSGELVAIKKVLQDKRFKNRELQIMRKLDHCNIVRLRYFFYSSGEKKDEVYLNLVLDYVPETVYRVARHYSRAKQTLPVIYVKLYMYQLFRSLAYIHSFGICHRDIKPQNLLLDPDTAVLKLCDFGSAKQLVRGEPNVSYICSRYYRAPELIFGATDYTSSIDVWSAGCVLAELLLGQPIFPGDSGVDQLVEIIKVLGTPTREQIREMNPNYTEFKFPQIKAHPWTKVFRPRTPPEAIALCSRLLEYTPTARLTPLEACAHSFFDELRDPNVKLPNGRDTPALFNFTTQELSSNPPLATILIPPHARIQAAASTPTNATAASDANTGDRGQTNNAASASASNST
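Test system – GST-tagged human GSK3beta kinase, cell-free · Incubation – 60 min enzyme reaction, room temperature · Signal – ADP-Glo luminescence · Also added – peptide substrate and ATP at 25 µM · Controls – DMSO neutral wells and GW8510 at 20 µM as positive · Buffer or medium – Tris/MgCl2 kinase buffer · Measure – Luminescence-derived activity versus plate DMSO and GW8510 wells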
GSK3A inh = human GSK-3 alpha kinase inhibition | ADP-Glo luminescence, 60 min | actives 0.1% (n = 320,000) | P49840 | inhibition, % at 10 µM | AID 2650;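 in the data active = inhibition above about 50%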;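 also: GST-tagged GSK-3 alpha with peptide substrate and 25 µM ATP; 0% = DMSO neutral wells and 100% = GW8510 positive control wells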
Target sequence (P49840 whole entry, looked up): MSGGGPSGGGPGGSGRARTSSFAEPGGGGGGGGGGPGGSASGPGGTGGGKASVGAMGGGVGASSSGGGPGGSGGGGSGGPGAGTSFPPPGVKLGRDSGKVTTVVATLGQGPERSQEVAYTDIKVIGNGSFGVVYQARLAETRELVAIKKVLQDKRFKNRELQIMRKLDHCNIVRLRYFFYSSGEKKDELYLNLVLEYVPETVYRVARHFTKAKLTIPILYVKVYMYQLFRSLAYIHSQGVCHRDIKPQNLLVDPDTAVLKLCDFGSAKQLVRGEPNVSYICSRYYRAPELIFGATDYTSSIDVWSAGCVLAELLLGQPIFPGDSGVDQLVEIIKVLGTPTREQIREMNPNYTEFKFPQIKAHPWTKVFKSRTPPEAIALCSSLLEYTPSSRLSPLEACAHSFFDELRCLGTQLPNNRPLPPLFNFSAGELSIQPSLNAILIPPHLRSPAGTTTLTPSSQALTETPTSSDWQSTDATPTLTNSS
PolyA inh = inhibitors of polyadenylation in S. cerevisiae. S. cerevisiae SKY197-pL101 polyadenylation reporter, beta-gal luminescence; efflux-impaired pdr1/pdr3 knockout yeast; score 100 = 6 SD above DMSO. calls only at 12 µM. actives 0.02% (n = 300,000). AID 1875;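 active = lowest replicate activity score at least 50, where 100 means six control SD above control mean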;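 also: yeast exposed to compound for 9 h at 30 °C; higher score means more reporter readthrough which indicates perturbed polyadenylation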
HSF1 inhib = HSF1 inhibition; activity change, negative = inhibition, % at 7.5 µM (by protocol); NIH3T3-HGL HSE-luciferase, MG132-induced, luminescence 8 h; stronger effect = lower value; AID 2098; actives 0.77% (n = 300,000);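 active = more than half of replicate wells show activity change below -50%, luminescence cut by over half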;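 also: luciferase reports HSF-1 transcriptional activity via heat shock element; 0% = median of DMSO wells and -100% = zero luminescence signal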
aSyn 5UTR inh = MLPCN primary screen, SNCA 5' untranslated region | actives 0.82% (n = 300,000) | AID 1813 | inhibition, % (tested at 7.5 µM) | alpha-synuclein 5'UTR reporter, inhibitor activity; in the data active = inhibition above about 60%;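 also: H4 neuroglioblastoma cells stably carrying SNCA 5'UTR luciferase fusion; 0% = DMSO wells and 100% = positive control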
KLF5 inh = suppresses KLF5 promoter-driven expression. DLD-1 KLF5 promoter-luciferase reporter, luminescence. inhibition, % at 5 µM. actives 0.23% (n = 290,000). AID 1700;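 active = inhibition above a per-plate limit of that plate's mean compound inhibition plus 3 SD, cut at about 60% in these data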;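 also: 0% = DMSO wells and 100% = LY294002 at 200 µM; higher means less KLF5 promoter-driven luciferase light; inactives centre near -14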
IEC-6 tox = IEC-6 cytotoxicity, counter-screen for KLF5 inhibitors | actives 0.78% (n = 290,000) | AID 1825 | inhibition, % at 5 µM | luminescence viability; in the data active = inhibition above about 22%;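 also: 0% = plate median of test compound wells and 100% = cytotoxic reference compound wells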
AI-2 QS modul = modulators of Vibrio harveyi AI-2 quorum sensing system; Vibrio harveyi JMH597 AI-2 luminescence/OD600 ratio, 9 h; stronger effect = lower value; strain lacks LuxN and CqsS sensors; 0 = neutral-control median; activity change, % at 7.5 µM; actives 0.4% (n = 300,000); AID 2094; in the data active = activity change below about -75%, passing the limit was not always enough;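 also: luminescence divided by OD600 gain over 9 h not by final OD600 alone; inactives centre near 13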
* hit, by the source's call; i = inactive; . = not tested or not shown; & = joins results of further samples. Not all compounds are listed; rates above refer to the full screens.

SMILES	HSP90 refold inh	HSF1 activator	GSK3beta inhib	GSK3A inh	PolyA inh	HSF1 inhib	aSyn 5UTR inh	KLF5 inh	IEC-6 tox	AI-2 QS modul
CC1(c2ccccc2Cl)NC(=O)N(CC(=O)N2CCN(S(=O)(=O)c3ccccc3)CC2)C1=O (stereo unspecified)	.	4	2	-1	i	-7	1	.	.	23
CCOC(=O)C1CCN(S(=O)(=O)c2ccccc2)CC1	-5	0	1	-2	i	-5	8	-11	-1	1
CC(=O)N1CCOc2ccc(S(=O)(=O)NCc3ccccc3Cl)cc21	-5	23	-3	4	i	8	3	-25	-2	.
Cc1cc(Cl)ccc1Oc1cccc(C(=O)/C(C#N)=C/N(C)C)c1	-4	7	1	3	i	15	-6	-21	-7	1
C=CCNC(=O)c1sc(-c2ccccc2)nc1C	-2	6	-1	-1	i	6	-67	-36	4	18
CC1Cc2ccccc2N1C(=O)c1ccc(N2CCCCC2)c([N+](=O)[O-])c1 (stereo unspecified)	-6	6	1	.	i	4	0	-8	2	24
Cc1cc(C(=O)Cn2nc(C(=O)O)c3ccccc3c2=O)c(C)n1-c1ccccc1	25*	-51	-2	2	i	-38	-18	7	-4	-48
Cc1noc(C)c1S(=O)(=O)N1CCC(C(=O)N2CCN(c3ccccc3Cl)CC2)CC1	0	44	-1	-1	i	0	10	2	-1	9
COc1cc(C(c2c(C)[nH][nH]c2=O)c2c(C)[nH][nH]c2=O)ccc1OC(C)C	8	-6	-2	1	i	-5	18	-35	4	5
COc1ccc(CC(=O)N(C)Cc2ccc(C(C)(C)C)cc2)cc1S(=O)(=O)N1CCOCC1	2	13	3	-2	i	11	15	-28	4	13
Cc1ccc(N/C=C/C(=O)c2ccccc2)cc1C	-3	78*	-1	2	i	29	-27	-27	0	43
COc1ccc(OC2CCN(S(=O)(=O)c3cccc(F)c3)CC2)cc1	-2	-3	-3	-4	i	2	2	-43	2	2
COCCN1C(=O)/C(=C2/C(=O)N(CC(=O)Nc3ccccc3Cl)c3ccccc32)SC1=S	1	12	1	1	i	-5	-8	-4	-7	15
Cc1cc(C)c2c(CN3CCN(CCO)CC3)cc(=O)oc2c1	-1	22	5	1	i	3	12	-8	2	0
CCCc1cc(=O)oc2c3c(c(Cl)cc12)OCN(CCCO)C3	2	6	-2	-3	i	-8	9	-26	6	-2
Cc1cc(C)n(CC(=O)NC2CCCN(Cc3ccc(Cl)cc3)C2)n1 (stereo unspecified)	0	29	.	0	i	9	18	-20	-5	11
COc1ccc(S(=O)(=O)Nc2nncs2)cc1	-1	-22	-1	-2	i	-1	0	0	-5	5
COc1ccccc1OC1OC2COC(c3ccco3)OC2C(O)C1NC(C)=O (stereo unspecified)	4	15	-1	-5	i	1	10	-34	-3	5
CCc1ccc2nc(SCC(=O)N3CCCCC3)c(C#N)cc2c1	4	5	0	1	i	7	-13	-36	3	15
COCCNC(=O)c1c(CSc2ccc(Cl)cc2)noc1C(=O)NCc1ccccc1	.	7	3	-2	i	6	3	.	.	2
O=C(CN1CCC(NC(=O)c2ccco2)CC1)Nc1ccccc1[N+](=O)[O-]	3	-9	-3	1	i	-15	13	5	-3	25
Cc1ccc(NS(=O)(=O)c2cc(C(=O)N3CCOCC3)ccc2C)cc1C	1	10	-1	0	i	1	7	-27	-4	0
NC(=O)N1CCN(C(=O)c2ccco2)CC1	-2	5	0	1	i	-2	4	-38	0	56
Cc1ccc(Cc2cnc(NC(=O)c3ccco3)s2)cc1	7	46	1	0	i	15	-57	-72	0	-86*
COCCN(C(=O)COC(=O)CC1CCCCC1)c1c(N)n(Cc2ccccc2)c(=O)[nH]c1=O	-4	-4	0	2	i	-2	6	-19	-13	20
O=C(NC(Cc1c[nH]c2ccccc12)C(=O)N/N=C/c1cccc2ccccc12)c1cccs1 (stereo unspecified)	2	12	-2	-1	i	20	22	-8	-3	21
CCC(C(=O)NCc1ccco1)N(C(=O)CNS(=O)(=O)c1ccccc1)C1CCCCC1 (stereo unspecified)	5	-5	0	0	i	-6	14	-4	2	2
O=C(NNC(=O)C1CCCO1)c1ccccc1Cl (stereo unspecified)	0	-3	3	-2	i	2	-15	-24	-1	29
CC(=O)N(c1ccc(Br)cc1)C1C=CS(=O)(=O)C1 (stereo unspecified)	-1	1	0	-3	i	-3	-5	-1	-5	19
CCN(CC(=O)Nc1c(F)cccc1F)C(=O)c1cc([N+](=O)[O-])ccc1N1CCOCC1	.	-3	2	1	i	-6	8	.	.	15
CNC(=O)c1ccc(NC(=O)CC23CC4CC(CC(C4)C2)C3)cc1	-4	14	1	0	i	-1	12	-9	0	24
c1ccc(-n2nnnc2-n2ccnc2)cc1	2	-6	3	1	i	-12	3	-41	2	18
CCOC(=O)c1ccc(Nc2c(OCC)c(=O)c2=O)cc1	-5	-36	2	0	i	-26	-11	-20	-2	18
CCOC(=O)N1CCN(C(=O)CCc2nc3sc4c(c3c(=O)[nH]2)CCCC4)CC1	-1	4	1	-1	.	4	-4	-25	-3	16
COc1ccc(CCNC(=O)C(=O)NCCC2CCCCN2S(=O)(=O)c2ccccc2)cc1 (stereo unspecified)	.	28	-5	.	i	17	19	.	.	0
CCN1CCN(c2nc3sc4c(c3c3ncnn23)CC(C)CC4)CC1 (stereo unspecified)	-3	18	2	-2	i	6	-64	-31	1	7
CCN(CC)S(=O)(=O)c1ccc(N2CCCC2)c(NC(=O)c2ccc(OC)cc2OC)c1	-5	-2	-7	-2	i	7	9	-2	-11	-1
Cc1ccc(-c2nc3ccccn3c2Nc2ccccc2)o1	-5	34	4	-1	i	38	-16	-36	-3	14
CSc1nnc2c3cc(F)ccc3n(Cc3ccccc3)c2n1	.	-2	1	.	i	-5	32	.	.	21
Nc1ccc(N2CCN(C(=O)c3cccs3)CC2)cc1	0	24	-2	-1	i	4	-15	0	0	-2
Cc1cc2nc(-c3ccc(SCC(=O)Nc4ccc(S(=O)(=O)NC5CC5)cc4)nc3)[nH]c2cc1C	-2	54*	2	-1	i	21	-116	-95	2	16
COc1ccc(CCNS(=O)(=O)c2ccc(-n3cnnn3)c(OC)c2)cc1OC	2	-13	0	0	i	-2	14	-30	-1	27
CCN(CC)C(=O)C1CCC(CNS(=O)(=O)c2cccc3nsnc23)CC1 (stereo unspecified)	-1	-15	-2	.	i	-2	13	-34	2	8
Cc1ccc(C)c(NC(=S)NCCN(C2CCCCC2)C2CCCC2)c1	-7	2	-1	4	i	-2	4	-4	1	22
COc1ccccc1OCC(=O)NCCSCc1cccc(Cl)c1	0	10	1	-2	i	3	19	12	3	4
Cc1cccc(N(CC(=O)NC2CC2)S(=O)(=O)c2ccc(Cl)cc2)c1	1	6	2	0	i	0	3	-22	1	15
COC(=O)C1=C(C)N(C)C(=S)NC1c1ccc(Cl)cc1 (stereo unspecified)	-5	6	2	-4	i	10	4	6	-7	53
O=C(Nc1ncc([N+](=O)[O-])s1)c1cccs1	8&2	17&48	-7&-12	25&22	i	13&26	-46&-106	-104&-95	8&8	232&55
CC(=O)c1cnc2scnn2c1=O	-5	2	-2	0	i	11	1	-10	-8	17
COC(=O)c1ccc(S(=O)(=O)N(CCO)Cc2ccccc2)n1C	9	4	3	-2	i	-3	13	10	-1	28
c1ccc(CNc2nc(-c3ccccc3)nc3ccccc23)cc1	-1	26	-4	-4	i	12	22	-10	-2	1
Cn1cc(CNC(=O)C2CCC(=O)N(Cc3ccccc3F)C2)cn1 (stereo unspecified)	1	6	6	4	i	2	2	-3	-2	10
Clc1ccccc1-c1nn2c(COc3ccccc3)nnc2s1	2	.	-2	-3	i	.	.	7	4	15
Fc1cccc(/C=N/Nc2ncnc3nc[nH]c23)c1	0	25	-44	68*	i	16	-93	-71	0	1
Cc1ccc2cc(C#N)c(N3CCCN(C(=O)c4cnccn4)CC3)nc2c1	-3	11	-1	7	i	3	14	-2	4	29
N#C/C(=C\c1ccncc1)c1nc2c(s1)CCCC2	2	12	0	-1	i	18	-41	-22	4	8
COC(=O)c1ccc(COc2ccc(/C=N/NC(=O)C(=O)Nc3ccc(OC)cc3)cc2OC)o1	2	-4	0	-1	i	-4	-8	17	-1	19
COc1cc(C(C)=O)ccc1OCC(O)CN1CCN(S(=O)(=O)c2ccccc2)CC1 (stereo unspecified)	4	-2	-2	1	i	-6	15	-2	-1	3
COC(=O)c1ccsc1NC(=O)C1=COCCO1	0	0	-8	1	i	-6	20	-25	4	14
O=C(O)c1ccc(NC(=O)C2CC=CCC2C(=O)O)cc1 (stereo unspecified)	-1	2	0	0	i	-6	-3	-27	1	14

Two compounds picked at random from the list so far:
SMILES	HSP90 refold inh	HSF1 activator	GSK3beta inhib	GSK3A inh	PolyA inh	HSF1 inhib	aSyn 5UTR inh	KLF5 inh	IEC-6 tox	AI-2 QS modul
CC(=O)N1CCOc2ccc(S(=O)(=O)NCc3ccccc3Cl)cc21	-5	23	-3	4	i	8	3	-25	-2	.
Cc1noc(C)c1S(=O)(=O)N1CCC(C(=O)N2CCN(c3ccccc3Cl)CC2)CC1	0	44	-1	-1	i	0	10	2	-1	9

(list continues)
SMILES	HSP90 refold inh	HSF1 activator	GSK3beta inhib	GSK3A inh	PolyA inh	HSF1 inhib	aSyn 5UTR inh	KLF5 inh	IEC-6 tox	AI-2 QS modul
CC(C)(C)NC(=O)COC(=O)c1ccccc1OCC(=O)Nc1ccc(Br)cc1	2	69*	4	.	.	40	-29	0	-1	9
Cc1cccc(N2CCN(C(=O)C3CCN(S(=O)(=O)c4c(C)noc4C)CC3)CC2)c1C	-3	5	3	0	i	-5	32	-15	2	21
COc1cccc(C(=O)NC(=S)Nc2ccc(Cl)c(C(=O)O)c2)c1	8	.	3	-4	i	.	.	9	4	20
Cc1ccc(C)c(CSc2ccc3nnc(-c4ccccn4)n3n2)c1	1	5	0	-1	i	-1	10	-8	-6	18
Cc1cc(SCC(=O)c2cccs2)n2nc(C)c(-c3ccc(Cl)cc3)c2n1	6	-8	0	-1	i	-3	12	-41	5	22
Cc1ccc(CNC(=O)CCNS(=O)(=O)c2ccc(Br)s2)cc1	1	12	2	-1	i	7	-7	-6	0	-31
CC1=Nn2c(nc3sc4c(c3c2=O)CCCC4)SC1	4	11	1	6	i	3	-142	-75	-1	9
Cc1nc2ccccc2c(=O)n1-c1cccc(NS(=O)(=O)c2ccccc2)c1	.	1	1	0	i	2	-1	.	.	16
Cc1c(Cl)cccc1-c1ccc(C(=O)N2CCN(c3ccc([N+](=O)[O-])cc3)CC2)o1	0	4	1	5	i	6	26	-13	-1	29
O=C(NCC(=O)N1CCCC1)c1ccc(Br)cc1	-2	10	-3	-2	i	2	0	21	0	18
CN1CCCC(OC(=O)c2cc(Cl)cc(Cl)c2)C1 (stereo unspecified)	2	-28	-3	0	i	-15	3	-14	-2	7

High-throughput results (PubChem)
